High-throughput results as filed in PubChem BioAssay.
EPAC2 ag = agonists of human EPAC2 (RAPGEF4); AID 720711; EPAC2 activation, biochemical qHTS; response scale: 100% = 6.5 mM cAMP response; Potency, µM (highest dose often 154 µM), for the others: at the highest dose activation, hits mostly activators; actives 0.079% (n = 360,000); also: nearly all actives have a fitted effect of over 50% in size
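Exchange assay: 100 nM EPAC2 with 250 nM Rap1B-BODIPY-GDP and 50 uM GDP. Fluorescence (ex 480/em 540 nm) read every 5 min for 30 min at room temperature. Data normalized to 6.5 mM cAMP as agonist control.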
TDP43 rescue = inhibitors of TDP-43 toxicity in yeast | AID 652104 | actives 1.8% (n = 410,000) | TDP-43 expressing yeast growth rescue, BacTiter-Glo, 24 h | Potency, µM (titrated, usually from 46.1 µM), inactives show at the highest dose growth rescue (activation), actives largely listed as activators; also: % of control where 0% means no effect; nearly all actives have a fitted effect of over 50% in size
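In this qHTS, compounds that restore growth of yeast expressing TDP-43 appear as activators. Cells (OD600=0.02, galactose medium, raffinose-pregrown) are incubated with compound 24 hr at 30 deg C and growth is quantified by BacTiter-Glo.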
EPAC1 agonist = activates human EPAC1 exchange factor. Potency, µM (top dose mostly 154 µM), for inactives: at the highest dose activation, actives largely listed as activators. EPAC1 agonist qHTS, biochemical assay; response scale: 100% = response to 6.5 mM cAMP. O95398. actives 0.073% (n = 360,000); also: nearly all actives have a fitted effect of over 60% in size
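Nucleotide exchange by EPAC1 (100 nM) on Rap1B–BODIPY-GDP (250 nM) in the presence of 50 uM GDP is tracked fluorescently at 480/540 nm over 30 min. Signals are normalized to a 6.5 mM cAMP control.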
EPAC2 antag = EPAC2 (human) antagonism; EPAC2 GEF exchange of Rap1B-BODIPY-GDP, fluorescence; Potency, µM (titrated, usually from 114 µM), inactives show at the top dose activity, negative = inhibition, most hits filed as inhibitors; actives 0.18% (n = 360,000); AID 720708; also: % is scaled to controls: 0 for no effect and ±100 for the full control effect; nearly all actives have a fitted effect of over 45% in size; many of its hits are not listed in these tables
EPAC1 antagonist = antagonists of human EPAC1; Potency, µM (series often up to 115 µM), inactives show top-dose activity change, negative = inhibition, actives largely listed as inhibitors; actives 0.14% (n = 360,000); EPAC1 GEF assay, Rap1b-BODIPY-GDP exchange fluorescence;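 also: plate controls were vehicle for no effect and positive control for full effect; nearly all actives have a fitted effect of over 50% in size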
FUS yeast rescue = suppressors of FUS proteinopathy in yeast | actives 0.24% (n = 390,000) | Potency, µM (top dose mostly 76.6 µM), without a hit: at the top dose growth rescue (activation), actives largely listed as activators | S. cerevisiae FUS-expressing, growth rescue, OD600, 24 h;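 also: plate controls were DMSO vehicle for no effect and reference control for full effect; nearly all actives have a fitted effect of over 55% in size; some results filed as inactive show a strong effect at the top dose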
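Cultures pregrown in 2.5% raffinose medium are shifted to minimal medium containing 2% galactose to express toxic FUS. Compounds are tested at several concentrations. After 24hr at 30C, growth is quantified at 600 nm absorbance.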
PTHR1 agonist = activates the human parathyroid hormone receptor PTHR1; HEK293 GP2 PTHR1 cells, GloSensor cAMP luminescence, 1 h; Q03431; actives 0.075% (n = 410,000); Potency, µM (highest dose often 115 µM), for inactives: top-dose activation, usual class: activators; also: nearly all actives have a fitted effect of over 55% in size; some results filed as inactive show a strong effect at the top dose; inactives centre near -15; many of its hits are not listed in these tables
Target sequence (Q03431 whole entry, looked up): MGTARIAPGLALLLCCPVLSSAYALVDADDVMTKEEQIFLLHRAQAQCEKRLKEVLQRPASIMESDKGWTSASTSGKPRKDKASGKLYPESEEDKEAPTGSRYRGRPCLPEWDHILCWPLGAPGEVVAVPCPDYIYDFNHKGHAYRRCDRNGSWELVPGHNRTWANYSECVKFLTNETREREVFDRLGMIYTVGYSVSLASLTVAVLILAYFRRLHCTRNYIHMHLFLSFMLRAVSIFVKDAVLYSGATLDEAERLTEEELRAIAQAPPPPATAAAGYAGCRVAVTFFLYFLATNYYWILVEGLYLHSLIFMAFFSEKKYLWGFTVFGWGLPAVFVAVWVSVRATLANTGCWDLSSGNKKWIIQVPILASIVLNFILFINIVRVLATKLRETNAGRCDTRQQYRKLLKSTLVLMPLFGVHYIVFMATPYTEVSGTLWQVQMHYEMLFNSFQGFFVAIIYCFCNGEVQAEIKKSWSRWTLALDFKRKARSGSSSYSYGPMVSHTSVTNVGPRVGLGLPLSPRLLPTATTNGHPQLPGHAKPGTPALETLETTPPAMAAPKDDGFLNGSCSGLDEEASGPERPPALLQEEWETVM
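HEK-293-derived GP2 cells expressing PTHR1 and a GloSensor cAMP reporter, 3,000/well, plated overnight, given luciferin plus IBMX (each 0.5 mM as added) for 1 h at 37 °C, then compound for 1 h at 37 °C. Luminescence was read after 15 min at room temperature.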
aSyn yeast inh = inhibitors of alpha-synuclein toxicity in yeast | Yeast expressing alpha-synuclein, growth rescue, BacTiter-Glo, 24 h | Potency, µM (series often up to 46.1 µM), inactives show at the top dose growth rescue (activation), hits mostly activators | actives 0.14% (n = 370,000) | AID 652106; also: % of control where 0% means no effect; nearly all actives have a fitted effect of over 65% in size
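Rescue of yeast growth: cells expressing toxic alpha-synuclein, induced in galactose at OD600 0.02, incubated with compound 24 h at 30 C. ATP luminescence quantified growth; inhibitors of toxicity appear as activators.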
* = called active by the depositor; i = inactive; ? = inconclusive; . = no result given; [ ] = another dose, or the depositor's remark. Calls follow the shape of the dose curve; as a rule, active = well fitted curve in the direction sought with a large enough effect; inconclusive = small, poorly fitted or top-dose-only effect, or another doubt; inactive = no such curve, though single readings can be large; an effect the other way counts as inactive or inconclusive. Potency is read from the fitted curve at half-maximal effect. A portion of the library; the hit share may differ from the screen's.

SMILES	EPAC2 ag	TDP43 rescue	EPAC1 agonist	EPAC2 antag	EPAC1 antagonist	FUS yeast rescue	PTHR1 agonist	aSyn yeast inh
COc1cc(OC)c(OC)cc1CN1CCCC(C(=O)c2sccc2C)C1 (centres undefined)	7%	-14%	5%	6%	-18%	12%	-17%	1%
Cn1[nH]c(C(F)(F)F)c(C=Nc2ccc(Cl)cc2)c1=O	3%	5%	6%	-6%	-9%	-34%	-8%	2%
Cc1ccc(NC(=O)NCc2cccn2C)cc1C	3%	-21%	8%	0%	-19%	18%	i	-1%
O=C(O)CCC(=O)N1CCC[C@H]1C(=O)O	4%	29%	1%	7%	3%	-14%	-8%	1%
Cc1ccc(S(=O)(=O)N(C)CCN(C)S(=O)(=O)c2ccc(C)cc2)cc1	5%	-1%	5%	-1%	-4%	4%	i	0%
CC(C)(C)c1ccc(OCC(=O)N/N=C/C2CC=CCC2)cc1 (centres undefined)	-7%	9%	-6%	-12%	-23%	14%	i	-14%
CCCCn1c(N)c(N(CC(C)C)C(=O)CN(C)S(=O)(=O)c2ccc(C)cc2)c(=O)[nH]c1=O	3%	17%	-17%	0%	-1%	15%	0%	4%
CCNC(=O)c1ccccc1SCC(=O)Nc1ccc(F)cc1	1%	0%	4%	-6%	12%	-1%	i	7%
CCn1c(=O)n(CC(=O)Nc2ccc(F)cc2)c(=O)c2ccccc21	5%	-20%[0.397 µM]	-5%	-2%	12%	9%	i	-2%
CC(=O)Nc1ccc(NC(=O)CCOc2cc(C)ccc2C)cc1	11%	-24%	-6%	0%	-9%	16%	i	0%
COc1cccc(C(N)c2nc(-c3cc(F)cc(F)c3)cs2)c1 (centres undefined)	17%	16%	-7%	-8%	-1%	-2%	0%	-8%
COc1ccccc1NC(=S)NNC(=O)c1ccccc1Br	-12%	12%	-6%	2%	6%	9%	i	1%
O=C(COc1ccc(-n2ccnc2)cc1)Nc1cccc(F)c1	5%	12%	-6%	14%	0%	-22%	-39%[inhibitor]	1%
CCCCn1c(=O)c(Cc2ccccc2)c(O)c2ccccc21	0%	-14%	8%	7%	9%	.	-8%	-1%
Cc1ccc(C(c2nnnn2CCc2ccccc2)N2CCSCC2)cc1 (centres undefined)	13%	?	11%	-12%	-6%	23%	15%	-2%
C=CCOC(=O)C1=C(C)OC(N)=C(C#N)C1c1ccc(F)cc1 (centres undefined)	-6%	13%	-18%	-2%	-15%	.	-7%	-3%
COc1ccc(/C=C2\SC(=S)N(C(C)C(=O)NC3C=CS(=O)(=O)C3)C2=O)cc1 (centres undefined)	7%	12%	8%	-3%	-3%	17%	i	3%
Cc1ccc(/C=N/n2nnnc2N)cc1[N+](=O)[O-]	5%	5%	7%	4%	-5%	6%	-4%[57.5 µM]	2%
CCOC(=O)C1=CCN(S(=O)(=O)c2ccccc2Cl)C1c1cccc(C)c1 (centres undefined)	14%	?	-2%	-11%	-8%	28%	-12%	-12%
CC(NC(=O)C1CC12CCC2)c1ccccc1 (centres undefined)	5%	-10%	-3%	15%	-10%	-33%	i	-4%
CC1CCc2c(sc(NC(=O)c3ccccc3C(=O)O)c2C#N)C1 (centres undefined)	16%	10%	5%	1%	8%	8%	-29%	-5%
Cc1ccc(C)c(S(=O)(=O)N/N=C/c2ccc(C(=O)O)cc2)c1	5%	7%	7%	-5%	-23%	14%	i	-2%
O=C(Nc1cccnc1)c1ccc([N+](=O)[O-])o1	3%	22%	12%	1%	7%	-25%	i	-12%
Cc1ccc(C(=O)CCC(=O)Nc2ccccc2C)c(C)c1	1%	20%	-6%	-3%	-18%	1%	4%	11%
CN(C)c1cc(-c2ccc(F)cc2)oc(=O)c1Cl	4%	?	6%	-1%	8%	8%	-13%	-11%

New compounds follow.
SMILES	EPAC2 ag	TDP43 rescue	EPAC1 agonist	EPAC2 antag	EPAC1 antagonist	FUS yeast rescue	PTHR1 agonist	aSyn yeast inh
O=C(O)c1ccc(/C=N/Nc2ccc(C(F)(F)F)cn2)cc1	10%	8.9µM*	9%	2%	12%	18%	-20%	6%
COC(=O)C1(C)NC(c2cccs2)C2C(=O)N(c3ccccc3F)C(=O)C21 (centres undefined)	2%	-2%	8%	-2%	0%	3%	i	-1%
Cc1c(NC(=O)c2cnn3c2NC(c2ccco2)CC3C(F)(F)F)c(=O)n(-c2ccccc2)n1C (centres undefined)	11%	7%	7%	2%	6%	-14%	i	0%
Cc1ccc(NC(=O)CCCN2C(=O)C(c3ccccc3)Oc3cccnc32)c(C)c1 (centres undefined)	5%	3%	-6%	4%	2%	4%	-7%	0%
CC(=O)Nc1ccc(S(=O)(=O)Nc2nnc(C(C)(C)C)s2)cc1	10%	0%	8%	-4%	4%	10%	i	0%
CCCc1nnc(SCc2ccc(OC)cc2)n1N	-2%	6%	4%	-4%	0%	-11%	i	-2%
Cc1ccc(N2C(=O)N(CC(=O)N3CCCc4ccccc43)C(=O)C2C)cc1 (centres undefined)	10%	0%	9%	-14%	5%	28%	-16%[57.5 µM]	5%
CCCCCCSc1cccc(-c2nc3cc(C)ccn3c2NC2CCCCC2)c1	9%	-86%[inhibitor]	-12%	-19%	-19%	?	i	-56%[inhibitor]
O=C1CC(C(=O)N(c2cccc(F)c2)C(C(=O)NC2CCCC2)c2ccccn2)CS1 (centres undefined)	6%	-21%	-1%	4%	6%	16%	1%[57.5 µM]	-5%
COc1ccc(C(=O)NC2CC2)cc1OC1CCN(Cc2cnn(C)c2C)CC1	1%	14%	-1%	5%	-12%	.	-8%	4%
CCC(=O)N1CCCc2cc(S(=O)(=O)N3CCN(c4ncccn4)CC3)ccc21	2%	-3%	0%	0%	-17%	-22%	-48%[inhibitor]	-3%
COc1ccc(C2=Nc3ccccc3NC(=O)C2N(Cc2ccc(F)cc2)C(=O)c2ccco2)cc1 (centres undefined)	9%	4%	-4%	1%	-10%	?	i	0%
CCOc1cccc2cc(C(=O)OCC(=O)Nc3c(C)cccc3CC)c(=O)oc12	-2%	21%	-18%	32%[activator]	17%	0%	-12%	6%
COc1cccc(NC(=O)C(OC(=O)c2ccc([N+](=O)[O-])o2)c2ccccc2)c1 (centres undefined)	3%	17%	5%	-8%	1%	22%	-5%	9%
N#C/C(=C(/O)CSc1ccccn1)c1nc2ccccc2s1	5%	-2%	10%	-18%	0%	-2%	-35%[inhibitor]	0%
NNc1nc2ccc(F)cc2s1	-10%	-10%	15%	-1%	-12%	.	-15%	0%
Clc1ccc(Nc2ccc(NCc3ccccc3)nn2)cc1	8%	2%	20%	-5%	10%	.	-38%[inhibitor]	1%
CCc1nc2ccc(C(=O)N3CCN(C(C)=O)CC3)cn2c1N(C)C(=O)c1cccc(OC)c1	8%	8%	18%	2%	-7%	-4%	-2%	6%
O=C(CSc1nc2c([nH]c3ccccc32)c(=O)n1-c1ccc(F)cc1)N1CCCCCC1	.	9%	.	.	.	-11%	-12%	-1%
Cn1c(=O)n(C)c2cc([N+](=O)[O-])c(N3CCN(C(=O)c4ccccc4Br)CC3)cc21	9%	-5%	4%	-5%	3%	14%	-49%[inhibitor]	2%
Cc1ccc(C2(C)NC(=O)N(CC(=O)NNC(=O)c3ccoc3C)C2=O)cc1 (centres undefined)	6%	13%	5%	8%	-15%	18%	i	1%
Cc1ccccc1NC(=O)Cc1c[nH]c2ccccc12	4%	0%	5%	5%	7%	-20%	-26%	11%
O=C(C1=C[C@H](C2CCCCC2)C[C@H](OCc2ccc(CO)cc2)O1)N1CCOCC1	6%	0%	-10%	-6%	2%	9%	i	5%
Cc1nc(-c2cccc(NS(=O)(=O)c3cccc4ccccc34)c2)cs1	23%	?	24%	-5%	-8%	?	-31%[inhibitor]	0%
CC(C)N1CCN(S(=O)(=O)c2ccccc2)CC1	6%	-17%[1.82 µM]	-1%	0%	?	20%	i	-6%

The list goes on:
SMILES	EPAC2 ag	TDP43 rescue	EPAC1 agonist	EPAC2 antag	EPAC1 antagonist	FUS yeast rescue	PTHR1 agonist	aSyn yeast inh
COC(=O)c1c(C)[nH]c(C(=O)C(C)OC(=O)C2CC2)c1C (centres undefined)	1%	11%	4%	-1%	-7%	.	-9%	-15%
CCOC(=O)c1c(-c2cccc([N+](=O)[O-])c2)cn2ccccc12	0%	-13%[0.397 µM]	2%	-5%	7%	16%	-25%	7%
N#Cc1cc(-c2ccccc2)nc(NN)n1	-4%	-11%[1.82 µM]	-5%	-8%	?	39%	-56%[inhibitor]	0%
Cc1ccccc1NC1=NC(=S)N(c2ccccc2)C12CCOC(C)(C)C2 (centres undefined)	3%	6%	-5%	4%	5%	-10%	i	.
CCOC(=O)C(NC(=O)c1ccccc1)(Nc1cccc(C)n1)C(F)(F)F (centres undefined)	11%	6%	-5%	-29%	-3%	11%	-63%	1%
Cc1nn(-c2ccccc2)c(N)c1N=O	11%	-6%	-5%	1%	-4%	-5%	i	-7%
CC(C)Nc1nc(NC(C)C)nc(Nn2cnnc2)n1	12%	-16%	4%	-7%	-6%	-8%	-2%	-4%
CC(Nc1nc(-c2ccc(F)cc2)cs1)c1nc2cc(Cl)c(N3CCCCC3)cc2n1CCCO (centres undefined)	12%	19%	-11%	8%	-12%	?	-20%	-9%
COc1ccc(OC)c(NC(=O)CN2C(=O)CC(c3ccco3)Sc3ccccc32)c1 (centres undefined)	.	?	.	.	.	?	i	?

Reprinted at random: seven records from the list.
SMILES	EPAC2 ag	TDP43 rescue	EPAC1 agonist	EPAC2 antag	EPAC1 antagonist	FUS yeast rescue	PTHR1 agonist	aSyn yeast inh
N#Cc1cc(-c2ccccc2)nc(NN)n1	-4%	-11%[1.82 µM]	-5%	-8%	?	39%	-56%[inhibitor]	0%
COC(=O)c1c(C)[nH]c(C(=O)C(C)OC(=O)C2CC2)c1C (centres undefined)	1%	11%	4%	-1%	-7%	.	-9%	-15%
CCOC(=O)C(NC(=O)c1ccccc1)(Nc1cccc(C)n1)C(F)(F)F (centres undefined)	11%	6%	-5%	-29%	-3%	11%	-63%	1%
CC(C)Nc1nc(NC(C)C)nc(Nn2cnnc2)n1	12%	-16%	4%	-7%	-6%	-8%	-2%	-4%
CC(Nc1nc(-c2ccc(F)cc2)cs1)c1nc2cc(Cl)c(N3CCCCC3)cc2n1CCCO (centres undefined)	12%	19%	-11%	8%	-12%	?	-20%	-9%
CCOC(=O)c1c(-c2cccc([N+](=O)[O-])c2)cn2ccccc12	0%	-13%[0.397 µM]	2%	-5%	7%	16%	-25%	7%
Cc1nn(-c2ccccc2)c(N)c1N=O	11%	-6%	-5%	1%	-4%	-5%	i	-7%
